TSHR antagonist – human thyrotropin receptor antagonism; P16473; TSHR-expressing cells, TSH-stimulated cAMP HTRF, 2 h; stronger effect = lower value; activity change, negative = inhibition, % at 11.5 µM; 330,000 compounds, 0.2% hits;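 active = activity change below a set negative limit, meaning inhibition stronger than a set level, cut at about -70% in these data; inconclusive = activity change between two set negative limits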; note: % is set by controls: 0 for no effect and ±100 for the full control effect
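Cell-based HTRF cAMP assay; TSHR cells + compound, TSH EC80 (4nM final), 2 h, 37 deg C. Lysis with anti-cAMP cryptate and cAMP-d2, 30 min RT, read 665/620 nm.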
Eya2 phos inh – blocks the phosphatase activity of human Eya2 | O00167 | recombinant Eya2, OMFP fluorescence dephosphorylation (OMFP is methylfluorescein phosphate) | Potency, µM (titrated, usually from 76.9 µM), without a hit: top-dose activity, negative = inhibition, most hits filed as inhibitors | 330,000 compounds, 0.006% hits | AID 488837; note: potency is the fitted concentration of half-maximal effect; % is set by controls: 0 for no effect and ±100 for the full control effect
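Eya2 (0.2 uM) preincubated 10 min at ambient with compound, then OMFP substrate added at 50 uM; 10 min reaction in 50 mM HEPES pH 7.5, 50 mM NaCl, 5 uM MgCl2, 0.05% BSA, 1 mM DTT. Fluorescence read at Ex 485/Em 525 nm.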
TCR act – activators of T cell receptors. primary human leukocytes, anti-CD3, IL-2 HTRF, 48 h. Potency, µM (top dose mostly 9.22 µM), for inactives: top-dose activation of IL-2 secretion, hits mostly activators. 330,000 tested, under 10 active; note: % of control where 0% means no effect
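Primary human leukocytes receive a-CD3 beads and test compound and are incubated 48 hr. Secreted IL-2 is then assayed by HTRF, measuring 665nm acceptor emission after 320nm excitation of the europium donor.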
B2AR arrestin – beta2AR (human) beta-arrestin recruitment activity; P07550; beta-arrestin recruitment to beta2AR, cell-based reporter; Potency, µM (doses to about 46.1 µM), inactives show at the top dose activation, usual class: activators; 330,000 compounds, 0.02% hits; AID 492947;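 note: potency is the fitted concentration of half-maximal effect; 0% = DMSO controls and full agonism = EC100 isoproterenol or metaproterenol; nearly all actives have a fitted effect of over 65% in size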
Target sequence (P07550 whole entry, looked up): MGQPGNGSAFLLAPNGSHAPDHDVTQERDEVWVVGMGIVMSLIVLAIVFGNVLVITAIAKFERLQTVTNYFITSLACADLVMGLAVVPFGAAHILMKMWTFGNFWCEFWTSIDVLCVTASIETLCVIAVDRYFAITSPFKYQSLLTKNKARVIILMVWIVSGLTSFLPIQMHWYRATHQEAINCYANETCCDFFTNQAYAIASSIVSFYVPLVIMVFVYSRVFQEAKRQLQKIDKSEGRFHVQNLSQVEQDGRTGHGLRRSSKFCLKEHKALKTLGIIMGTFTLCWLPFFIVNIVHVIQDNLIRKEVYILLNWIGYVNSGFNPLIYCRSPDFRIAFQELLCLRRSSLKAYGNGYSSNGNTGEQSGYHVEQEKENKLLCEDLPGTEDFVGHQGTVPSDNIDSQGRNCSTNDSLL
BCR signal inh – blocks chronic active B-cell receptor signaling; ABC-DLBCL IkBa-CBG/CBR reporter, luminescence ratio, 4 h; Potency, µM (highest dose often 46.1 µM), without a hit: at the top dose ratio change, negative = lower green/red ratio, usual class: inhibitors; 340,000 compounds, 0.05% hits; active = well fitted inhibition curve with a large enough effect in the signal ratio, with a control signal flat, not every such curve was filed as active; inconclusive = small, poorly fitted or top-dose-only effect, or effect the other way, or a change in a side signal; the % refers to the signal ratio;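 note: potency is the fitted concentration of half-maximal effect; plate controls were basal doxycycline-induced cells for no effect and cells given 10 µM MG132 for full effect; MG132 reads +100%, hits lower the ratio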
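TMD8 ABC-DLBCL cells carrying doxycycline-inducible green luciferase fused to IkappaBalpha plus unfused red luciferase were exposed to compounds (up to 46 uM) for 4 hrs at 37C. Activity came from the overlap-corrected green/red luminescence ratio.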
uPA generation – cell surface uPA generation inhibition | cell surface uPA generation assay, qHTS | Potency, µM (highest dose often 38.3 µM), inactives show at the top dose activity change, negative = inhibition, actives largely listed as inhibitors | 330,000 compounds, 0.31% hits; active = well fitted inhibition curve with a large enough effect; inconclusive = small, poorly fitted or top-dose-only effect; inactive = no such curve, though single readings can be large or run the other way; tested in mouse RAW 264.7 cells; note: potency is the fitted concentration of half-maximal effect; % is set by controls: 0 for no effect and ±100 for the full control effect; nearly all actives have a fitted effect of over 55% in size
PTAP TSG101 blk – blocks PTAP/TSG101 interaction to inhibit HIV-1 budding; 340,000 tested, under 10 active; Potency, µM (series often up to 115 µM), inactives show at the highest dose activity change, negative = inhibition, hits mostly inhibitors; AID 493005; Fluorescence polarization, FITC-PTAP peptide / Tsg101 binding; active = well fitted inhibition curve with a large enough effect in the main read-out, with a control signal flat, not every such curve was filed as active; inconclusive = small, poorly fitted or top-dose-only effect, or effect the other way, or a change in a side signal; inactive = no such curve, though single readings can be large or run the other way; note: potency is the fitted concentration of half-maximal effect; % of control where 0% means no effect
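Fluorescence anisotropy tracks displacement of a FITC-tagged PTAP peptide (50 nM) from the Tsg101 binding domain (10 uM), following a 20 min room-temperature incubation at pH 7.5.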
Mito fusion yeast – inhibitors of mitochondrial division or activators of mitochondrial fusion. S. cerevisiae fusion-defective mutant growth rescue, CellTiterGlo 48 h. Potency, µM (doses to about 46.1 µM), without a hit: top-dose growth rescue (activation), hits mostly activators. 320,000 compounds, 0.23% hits. AID 485298;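 note: potency is the fitted concentration of half-maximal effect; % of control where 0% means no effect; nearly all actives have a fitted effect of over 45% in size; temperature-sensitive fusion mutants such as fzo1-1 at 37 °C on non-fermentable ethanol glycerol medium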
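Yeast fusion mutant, YPEG (non-fermentable carbon), compound, 48 h at 37C non-permissive; CellTiterGlo added, 10 min RT, luminescence read. Rescued growth = division inhibition.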
Tb PFK inh – inhibitors of T. brucei phosphofructokinase | O15648 | T. brucei PFK, ADP-Glo luminescence | Potency, µM (series often up to 57.5 µM), inactives show top-dose activity, negative = inhibition, most hits filed as inhibitors | 330,000 compounds, 0.17% hits | AID 485367;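 note: potency is the fitted concentration of half-maximal effect; 0% = uninhibited 1x PFK enzyme wells and -100% = no-enzyme wells; nearly all actives have a fitted effect of over 60% in size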
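PFK 1.25 nM, F6P 0.5 mM, ATP 0.1 mM, 0.1 M TEA pH 8.0, 5 mM MgCl2, 0.01% Tween20, 0.1% BSA; 45 min RT. ADP-Glo readout. qHTS titration up to 57 uM; curves fitted, compounds curve-classed.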
USP2a block – blocks human ubiquitin-specific protease USP2a; O75604; USP2 core, Ub-CHOP2 coupled fluorogenic reporter, 485/531; Potency, µM (titrated, usually from 38.3 µM), without a hit: top-dose activity change, negative = inhibition, hits mostly inhibitors; 330,000 compounds, 0.01% hits;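 note: potency is the fitted concentration of half-maximal effect; plate controls were DMSO wells for no effect and full inhibition by NEM control for full effect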
Target sequence (O75604 whole entry, looked up): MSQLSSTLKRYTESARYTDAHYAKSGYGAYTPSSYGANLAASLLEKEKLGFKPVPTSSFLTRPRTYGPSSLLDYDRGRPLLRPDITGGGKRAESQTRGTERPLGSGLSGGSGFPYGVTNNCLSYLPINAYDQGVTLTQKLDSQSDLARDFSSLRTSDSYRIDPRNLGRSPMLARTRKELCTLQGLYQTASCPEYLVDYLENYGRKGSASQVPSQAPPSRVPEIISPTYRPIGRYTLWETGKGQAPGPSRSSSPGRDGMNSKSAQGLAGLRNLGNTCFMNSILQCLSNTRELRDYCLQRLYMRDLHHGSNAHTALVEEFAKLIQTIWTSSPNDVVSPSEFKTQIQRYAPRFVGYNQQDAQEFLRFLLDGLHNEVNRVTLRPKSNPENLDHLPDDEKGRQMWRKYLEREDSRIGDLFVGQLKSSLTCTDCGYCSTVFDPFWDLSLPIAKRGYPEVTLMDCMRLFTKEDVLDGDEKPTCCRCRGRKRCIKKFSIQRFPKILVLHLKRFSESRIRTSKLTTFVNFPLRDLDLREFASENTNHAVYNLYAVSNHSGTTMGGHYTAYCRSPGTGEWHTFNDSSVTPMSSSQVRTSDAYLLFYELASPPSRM
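Cell-free coupled assay: 10nM USP2 core preincubated 30min RT with compound in Tris-HCl pH 8.0/CaCl2/CHAPS buffer, then 25nM Ub-CHOP2 and 25nM reporter substrate; fluorescence (Ex 485/Em 531) read after 60min RT, normalized to NEM inhibition, concentration-response curves fitted.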
ELG1 repair inh – blocks ELG1-dependent DNA repair in HEK293T cells | HEK293T ELG1-luciferase reporter, luminescence, 16 h; DNA damage induced by 5-fluorouridine | Potency, µM (titrated, usually from 46.1 µM), for inactives: at the top dose activity change, negative = inhibition, most hits filed as inhibitors | 330,000 compounds, 2.3% hits; note: potency is the fitted concentration of half-maximal effect; % is set by controls: 0 for no effect and ±100 for the full control effect; nearly all actives have a fitted effect of over 55% in size
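Luminescence from the luciferase reporter, measured 30 min after ONE-Glo reagent at room temperature, was the read-out. Beforehand, 2,000 cells per well were exposed for 16 hr at 37 °C to 5-fluorouridine together with compound or vehicle.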
Starred values were filed as active, the others as inactive; [ ] = another dose, or the depositor's remark. Unless noted, calls come from the whole dose curve; as a rule, active = well fitted curve in the direction sought with a large enough effect; inconclusive = small, poorly fitted or top-dose-only effect, or another doubt; inactive = no such curve, though single readings can be large; an effect the other way counts as inactive or inconclusive.

CCn1c(-c2nn(C)cc2Cl)n[nH]c1=S was read as TSHR antagonist 20.6, Eya2 phos inh 0.2%, TCR act -3.2%[46.1 µM], B2AR arrestin -0.6%, BCR signal inh 1.9%, uPA generation -3.1%, PTAP TSG101 blk -4.4%, Mito fusion yeast 1.3%, Tb PFK inh 5.2%, USP2a block -3.8% and ELG1 repair inh 28.9%.
O=C(/C=C/c1ccco1)NCCc1ccc(F)cc1 was read as TSHR antagonist -3.8, Eya2 phos inh -2.1%, TCR act -1.3%, B2AR arrestin -1.1%, BCR signal inh inconclusive, uPA generation -4.0%, PTAP TSG101 blk -6.5%, Mito fusion yeast 3.0%, Tb PFK inh inconclusive, USP2a block 0.0% and ELG1 repair inh inconclusive.
Screening O=C(Nc1ccc(N2CCCCC2)c(Cl)c1)c1ccc2c(c1)OCCO2 returned TSHR antagonist -33.7, Eya2 phos inh 15.5%, TCR act 2.5%, B2AR arrestin 0.2%, BCR signal inh inconclusive, uPA generation -3.1%, PTAP TSG101 blk -8.1%, Mito fusion yeast inconclusive, Tb PFK inh 0.6%, USP2a block 5.0% and ELG1 repair inh -26.8%.
Screening Cc1noc(C)c1CSCC(=O)OCC(=O)N1CC(=O)Nc2ccccc21 returned TSHR antagonist -6.3, Eya2 phos inh -14.4%, TCR act 0.0%, B2AR arrestin -1.0%, BCR signal inh -15.5%, uPA generation 0.7%, PTAP TSG101 blk -2.1%, Mito fusion yeast 1.9%, Tb PFK inh 3.4%, USP2a block 0.1% and ELG1 repair inh 18.7%.
For Cc1ccc(-c2csc(=S)n2CC(=O)OCC(=O)NC(C)C(C)C)cc1 (configuration not stated) the results were TSHR antagonist -10.8, Eya2 phos inh -15.5%, B2AR arrestin -0.6%, BCR signal inh 8.8%, uPA generation -10.2%, Mito fusion yeast 10.1%, Tb PFK inh 0.5%, USP2a block 3.1% and ELG1 repair inh -6.9%.
O=C(COC(=O)c1ccc(S(=O)(=O)N2CCCCC2)cc1)NCc1ccco1 was read as TSHR antagonist 3.3, Eya2 phos inh 6.1%, TCR act -3.6%, B2AR arrestin 0.3%, BCR signal inh 4.4%, uPA generation -3.3%, PTAP TSG101 blk 0.5%, Mito fusion yeast 4.8%, Tb PFK inh 0.4%, USP2a block -1.3% and ELG1 repair inh -0.9%.
CCOC(=O)C1=NOC2COC3(CCN(c4ncccn4)CC3)OCC12 (configuration not stated) was read as TSHR antagonist -3.2, Eya2 phos inh 1.3%, TCR act 3.3%, B2AR arrestin 0.2%, BCR signal inh -10.8%, uPA generation -1.9%, PTAP TSG101 blk -4.8%, Mito fusion yeast -3.6%, Tb PFK inh -2.8%, USP2a block 3.8% and ELG1 repair inh -4.1%.
Screening CC(=O)Nc1cccc(C(=O)OCc2csc(CC(=O)Nc3ccccc3C)n2)c1 returned TSHR antagonist 29.0, Eya2 phos inh 23.8%, TCR act 22.2%, B2AR arrestin 7.9%, BCR signal inh -0.5%, uPA generation 1.9%, PTAP TSG101 blk 0.2%, Mito fusion yeast 5.5%, Tb PFK inh 0.8%, USP2a block -1.0% and ELG1 repair inh -19.3%.
`Cc1ccc(-c2nn(C)c(=O)c3ccccc23)cc1CN1CCOCC1` gave TSHR antagonist 10.5, Eya2 phos inh -12.4%, TCR act 2.5%, B2AR arrestin -0.6%, BCR signal inh -5.6%, uPA generation 0.1%, PTAP TSG101 blk -10.3%, Mito fusion yeast 6.7%, Tb PFK inh -2.8%, USP2a block 1.3% and ELG1 repair inh inconclusive.
`O=C(CSc1nncn1-c1ccccn1)Nc1cccc(Cl)c1` gave TSHR antagonist 10.7, Eya2 phos inh -6.0%, TCR act -7.7%, B2AR arrestin -0.1%, BCR signal inh 5.5%, uPA generation 5.1%, PTAP TSG101 blk 0.3%, Mito fusion yeast -5.5%, Tb PFK inh -6.5%, USP2a block -0.5% and ELG1 repair inh 22.0%.
CCN1CCN(Cc2c(O)ccc3c(=O)c(-c4ccc(OC)c(OC)c4)c(C(F)(F)F)oc23)CC1 was read as TSHR antagonist 8.1, Eya2 phos inh -3.4%, TCR act 0.8%, B2AR arrestin -0.4%, BCR signal inh 2.7%, PTAP TSG101 blk -3.1%, Mito fusion yeast -1.7%, Tb PFK inh 0.9%, USP2a block 2.7% and ELG1 repair inh 12.2%.
Screening Cn1c(=O)n(C)c2cc([N+](=O)[O-])c(N3CCN(S(C)(=O)=O)CC3)cc21 returned TSHR antagonist 4.9, Eya2 phos inh 8.7%, TCR act 0.3%[46.1 µM], B2AR arrestin 0.4%, BCR signal inh inconclusive, uPA generation -16.1%, PTAP TSG101 blk -9.4%, Mito fusion yeast -6.1%, Tb PFK inh 6.4%, USP2a block -1.8% and ELG1 repair inh -4.9%.
Screening CSc1nnc2c(n1)OC(c1ccccn1)N(C(C)=O)c1ccccc1-2 (configuration not stated) returned TSHR antagonist -0.4, Eya2 phos inh -4.7%, TCR act 4.2%, B2AR arrestin 0.3%, BCR signal inh 0.2%, uPA generation 0.3%, PTAP TSG101 blk -1.0%, Mito fusion yeast -4.1%, Tb PFK inh -5.2%, USP2a block -0.5% and ELG1 repair inh 2.5%.
For CCCOC(=O)Oc1ccc2c(=O)c(Oc3cc(C)cc(C)c3)coc2c1 the results were TSHR antagonist 4.4, Eya2 phos inh 3.3%, TCR act -4.8%[46.1 µM], B2AR arrestin -0.8%, BCR signal inh -11.5%, uPA generation inconclusive, PTAP TSG101 blk -1.1%, Mito fusion yeast inconclusive, Tb PFK inh -6.3%, USP2a block 3.3% and ELG1 repair inh -0.3%.
For O=C(O)c1ccc(N2CCCCCC2)c(N2C(=O)c3ccccc3C2=O)c1 the results were TSHR antagonist -7.2, Eya2 phos inh 7.9%, TCR act 6.1%, B2AR arrestin 0.0%, BCR signal inh inconclusive, uPA generation 8.2%, PTAP TSG101 blk -0.7%, Mito fusion yeast -1.0%, Tb PFK inh 0.9%, USP2a block 3.2% and ELG1 repair inh 9.9%.
For CCOC(=O)CCCNC(=O)COC(=O)c1ccc(O)cc1 the results were TSHR antagonist 2.7, Eya2 phos inh -16.7%, TCR act 5.0%, B2AR arrestin -0.6%, BCR signal inh -9.4%, uPA generation 4.7%, PTAP TSG101 blk -2.1%, Mito fusion yeast -0.4%, Tb PFK inh -2.6%, USP2a block 1.8% and ELG1 repair inh 9.5%.
`CCOc1ccc(N2CC(C(=O)Nc3cccc(S(=O)(=O)N4CCCCC4)c3)CC2=O)cc1` (configuration not stated) gave TSHR antagonist -4.0, Eya2 phos inh 5.5%, TCR act -3.0%, B2AR arrestin -0.2%, BCR signal inh 0.4%, uPA generation 1.8%, PTAP TSG101 blk 0.8%, Mito fusion yeast -2.1%, Tb PFK inh 0.5%, USP2a block 1.9% and ELG1 repair inh inconclusive.
`COC(=O)Cn1cc(/C=C(/C#N)C(=O)N2CCOCC2)c2ccccc21` gave TSHR antagonist 11.3, Eya2 phos inh -1.6%, TCR act 8.7%, B2AR arrestin -0.5%, BCR signal inh -1.0%, uPA generation -0.6%, PTAP TSG101 blk -1.7%, Mito fusion yeast -7.3%, Tb PFK inh 1.0%, USP2a block 1.3% and ELG1 repair inh 4.2%.
Screening CCCn1nc(C(=O)Nc2cc(S(=O)(=O)Nc3ccc(OC)cc3)ccc2O)c2ccccc2c1=O returned TSHR antagonist inconclusive, Eya2 phos inh -10.7%, TCR act 0.6%[46.1 µM], B2AR arrestin 0.5%, BCR signal inh -11.2%, uPA generation -4.2%, PTAP TSG101 blk 3.6%, Tb PFK inh -0.3%, USP2a block 0.1% and ELG1 repair inh 16.4µM*.
For CCOC(=O)C(NC(=O)NCc1ccc(OC)cc1)(OCC)C(F)(F)F (configuration not stated) the results were TSHR antagonist 5.1, Eya2 phos inh -2.0%, TCR act -4.2%[46.1 µM], B2AR arrestin 0.4%, BCR signal inh 9.7%, uPA generation 2.6%, PTAP TSG101 blk -3.4%, Mito fusion yeast -12.0%, Tb PFK inh -2.3%, USP2a block 0.2% and ELG1 repair inh -1.0%.
Screening CC1(C)CC(=O)c2sc(NC(=O)c3cccs3)nc2C1 returned TSHR antagonist -9.6, Eya2 phos inh -1.6%, TCR act -12.6%[46.1 µM], B2AR arrestin -0.2%, BCR signal inh inconclusive, uPA generation -17.2%, PTAP TSG101 blk -1.9%, Mito fusion yeast 24.0%, Tb PFK inh -0.1%, USP2a block 1.7% and ELG1 repair inh inconclusive.
